Screening results (PubChem)
Peg3 promoter: reduces Peg3 promoter-driven luciferase expression in HeLa. hit rate 1.7% among 360,000. inhibition, % at 20 µM. HeLa PEG-Prom luciferase reporter, luminescence, overnight. AID 588405;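 active = inhibition of at least 50% at 20 µM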
CF NFkB block: cystic fibrosis NF-kB activation inhibition. KKLEB NF-kB-GFP reporter, PAF-induced, GFP fluorescence overnight. inhibition, % at 5 µM. hit rate 0.86% among 360,000. AID 588850;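 active = at least 50% inhibition at 5 µM, scaled per plate between neutral and stimulator controls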;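 note: PAF is a Pseudomonas aeruginosa culture filtrate used as stimulus; plate controls were PAF-stimulated DMSO wells for no effect and unstimulated DMSO wells for full effect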
HIF-2a inh: HIF-2a inhibition. 786-0 RCC cells HIF-2a reporter, luciferase luminescence, overnight. inhibition, % at 18.8 µM. hit rate 0.72% among 360,000. AID 624352;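 active = inhibition of the luminescence signal of 40% or more relative to plate controls, in a single-dose primary screen at 18.75 µM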
TRPM1 prom inh: inhibitors of MITF-driven TRPM1 promoter in melanoma cells; SK-MEL-5 TRPM1 promoter luciferase, 24 h; inhibition, % at 12.5 µM; hit rate 0.83% among 330,000; AID 488899;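 active = mean inhibition across replicates of 60% or more, whatever share of single replicates reaches that level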; note: values of inactives mirror those of a sister screen read the other way
Shn3 inh set2: reduces Shn3 3'UTR luciferase signal in osteoblasts; Clone20 osteoblast Shn3 3'UTR firefly luciferase, 24 h; inhibition, % at 12.5 µM; hit rate 0.52% among 360,000;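 active = mean inhibition of at least 75% with every replicate also reaching 75%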;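 note: 0% = median of neutral control wells and 100% = pilot-screen positive control compound; some compounds past the cut are filed as inactive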
TWEAK Fn14 block: TWEAK-Fn14 signaling inhibition; hit rate 2% among 360,000; TWEAK-stimulated Fn14 reporter cells, luciferase luminescence, 8 h; inhibition, % at 10 µM; in the data active = inhibition above about 50%
NR2E3 ag-1: human photoreceptor-specific nuclear receptor agonism. Q9Y5X4. CHO-S Gal4-NCOR/VP16-NR2E3 two-hybrid, luciferase. inhibition of corepressor binding, % at 3.98 µM. hit rate 0.35% among 360,000. AID 602229;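 active = inhibition above the mean of all tested compounds plus 3 SD, cut at about 70% in these data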;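 note: 0% = DMSO with NR2E3 transfected cells and 100% = cells lacking NR2E3 construct; higher means lower luciferase signal from less NR2E3 corepressor binding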
Target sequence (Q9Y5X4 whole entry, looked up, the tested form may be a part): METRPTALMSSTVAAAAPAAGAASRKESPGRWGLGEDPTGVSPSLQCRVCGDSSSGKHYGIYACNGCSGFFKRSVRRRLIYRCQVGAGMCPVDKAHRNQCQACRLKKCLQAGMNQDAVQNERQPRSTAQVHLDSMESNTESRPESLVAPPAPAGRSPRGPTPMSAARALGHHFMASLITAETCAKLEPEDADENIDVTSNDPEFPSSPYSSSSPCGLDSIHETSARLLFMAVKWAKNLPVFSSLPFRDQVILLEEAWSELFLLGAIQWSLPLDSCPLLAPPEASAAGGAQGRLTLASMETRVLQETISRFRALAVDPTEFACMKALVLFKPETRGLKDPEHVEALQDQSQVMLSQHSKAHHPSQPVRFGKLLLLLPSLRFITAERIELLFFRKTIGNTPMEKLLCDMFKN
NR2E3 ag-2: activates human photoreceptor nuclear receptor NR2E3; Q9Y5X4; GST-NR2E3/biotin-RetCOR TR-FRET, 1536-well; inhibition of corepressor binding, % at 4.78 µM; hit rate 0.12% among 320,000; AID 2300;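 active = percent inhibition above the cutoff of mean plus 3 SD of all tested compounds, set per screening campaign, cut at about 20% in these data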;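 note: 0% = DMSO wells and 100% = biotin wells as full block of FRET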
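Test system – NR2E3–RetCOR corepressor complex · Quantity – NR2E3 fusion 1.35 nM · Buffer or medium – Tris pH 7.5 · Incubation – Compound–protein incubation for 5 h at 4 °C · Technique – TR-FRET, Eu(K)-anti-GST donor, streptavidin-D2 acceptor, ex 340, em 617/671 nm · Evaluation – percent inhibition of 671/617 nm emission ratio versus biotin and DMSO controls · Plate – 1536-well format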
KKLEB cytotox: CF airway cell cytotoxicity counter-screen; KKLEB CF airway cells viability, ATPlite luminescence, overnight; stronger effect = lower value; cells stimulated with P. aeruginosa culture filtrate; activity change (cytotoxicity), % at 5 µM; hit rate 0.36% among 360,000; AID 602141;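 active = corrected activity change at or below -50% at 5 µM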
TROY NFkB inh: blocks TROY-dependent signaling in reporter cells; Q293 LMP1-TROYcd NF-kB luciferase reporter, 4 h; inhibition, % at 10 µM; hit rate 0.98% among 360,000; AID 1347056;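 active = compounds whose plate-normalised and pattern-corrected inhibition of the luciferase reporter signal at the single screening dose is 50% or more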
C8 TRAIL sens: caspase-8 TRAIL sensitization; inhibition (viability loss, TRAIL sensitization), % at 10 µM; AID 624354; NB7+C8 cells + TRAIL, ATPlite viability luminescence; hit rate 1% among 360,000;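 active = compounds causing at least 50% loss of cell viability in the single-dose screen, relative to plate controls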
* marks the source's active call; other numbers are inactive results; nt = not tested or not shown. A portion of the library; count on the stated rates, not on these rows.

Values run as follows: Shn3 inh set2	NR2E3 ag-1	HIF-2a inh	NR2E3 ag-2	TRPM1 prom inh	TWEAK Fn14 block	KKLEB cytotox	C8 TRAIL sens	CF NFkB block	TROY NFkB inh	Peg3 promoter
> CCC(C)(C)n1nnnc1C(c1ccccc1)N1CCc2ccccc2C1 (stereo not drawn)
 : 0	-10	17	2	1	15	1	3	-2	nt	23
> O=C(O)CC1CCC1CC(=O)O (stereo not drawn)
 : 6	7	17	nt	0	-12	-2	-9	-28	1	-2
> CCCn1nc(C(=O)NCC2COc3ccccc3O2)c2ccccc2c1=O (stereo not drawn)
 : -16	9	25	0	9	-14	-15	6	17	-2	17
> CC(C)COC(=O)N(C)C[C@@H]1OCc2cnnn2CCCC(=O)N([C@H](C)CO)C[C@@H]1C
 : -19	-10	4	nt	nt	-4	2	-9	-6	0	3
> C=C1CCN([C@@H](CC(C)C)C(=O)NCCC(C)C)S(=O)(=O)c2ccccc21
 : 3	12	4	0	-5	18	0	6	-12	1	16
> CCCOc1ccc(CSc2nnc(CCC)n2N)cc1
 : -19	-15	-14	-2	-6	-14	5	3	8	-8	-18
> Cc1ccc(Nc2nc(Oc3ccc(OCc4ccccc4)nn3)nc(N3CCOCC3)n2)cc1
 : 33	9	14	3	-51	21	-9	29	16	-5	-8
> CC1=[N+](C)c2c(ccc3cccnc23)C1(C)C
 : 93*	92*	-21	nt	-35	78*	-1	38	14	45	23
> COC(=O)c1ccc(-c2noc(CN(Cc3nccn3C)C(C)C)n2)cc1
 : -1	-35	13	2	5	12	3	2	-7	8	2
> CCOC(=O)C(=N/O)/C(C)=N/NC(=O)C(=O)Nc1cc(Cl)ccc1Cl
 : 11	-19	20	2	1	-18	8	6	20	0	12
> COC(=O)c1ccccc1N(C)C(=O)C12CCC(C)(C(=O)O1)C2(C)C (stereo not drawn)
 : -6	-7	12	3	3	-4	5	0	1	5	10
> COc1cccc2cc(C(=O)N3CCC(C)CC3)c(=O)oc12
 : -7	-16	-5	3	3	8	-2	2	0	-6	8
> O=c1[nH]c2cc(Cl)cc([N+](=O)[O-])c2c2ccc(Cl)cc12
 : -4	4	18	nt	nt	-4	-18	13	-54	12	17
> CCN1CCN(CC(=O)c2ccc(C)cc2)CC1
 : 9	12	-1	1	-7	1	19	-13	-17	9	-3
> O=C(Nc1c(C(=O)N2CCOCC2)cnn1-c1ccccc1Cl)c1ccco1
 : -6	10	13	3	3	-3	-4	-5	2	2	6
> CCCc1cc(=O)oc2cc(OCC(=O)NCc3cccs3)ccc12
 : 16	27	-8	4	9	-1	11	1	4	-7	-6
> CC1(c2ccc(Cl)cc2)NC(=O)N(CC(=O)Nc2ccc(F)cc2)C1=O (stereo not drawn)
 : -1	8	8	1	-7	-5	0	-15	1	8	3
> COc1ccc(Br)cc1C(=O)N/N=C/c1cccnc1
 : -1	-18	-13	2	-9	3	-8	-12	5	10	-1
> COC(=O)c1ccsc1NC(=O)CN1CCN(c2ccc(F)cc2)CC1
 : -8	-15	28	2	8	20	-2	-1	8	21	23
> COc1ccc(CC(=O)OCC(=O)NCc2ccc(C)cc2)cc1OC
 : -27	-15	13	nt	13	24	6	-5	13	-11	1
> Cc1ccc2c(c1)c1c3n2CCN(CC(O)CNC(C)C)C3CCC1 (stereo not drawn)
 : -5	-5	-9	3	2	8	-14	-5	10	-9	72*
> O=[N+]([O-])c1ccc2c([N+](=O)[O-])ccc3c2c1CC3
 : -15	-14	-2	nt	nt	-46	-4	6	-109	-4	10
> CC1CCN(C(=S)NC2CCCCC2)CC1
 : 4	-4	0	-2	-9	-1	-2	-12	3	22	0
> C/C(=N\NC(=O)c1ccco1)c1cc2ccccc2o1
 : -45	-45	-96	-2	5	-13	2	16	10	-47	-109
> c1ccc2cc(CNCc3cccc4ccccc34)ccc2c1
 : 13	3	-6	-5	-3	-14	-5	-8	7	-7	-11
> COc1ccccc1CNc1nc2cc(-c3ccccc3C)sc2c(=O)n1C
 : -8	3	-74	nt	nt	25	8	17	-10	-4	-1
> COC(=O)c1ccc(CNC(=O)c2ccc(S(=O)(=O)N(C)c3ccccc3OC)cc2)cc1
 : -48	-12	-2	2	1	24	-24	-4	20	20	0
> CC1CC(C)CN(CCCNS(=O)(=O)c2ccc3c(c2)CCN3C(=O)C2CC2)C1 (stereo not drawn)
 : 8	-12	11	1	5	7	8	-12	-17	-3	8
> O=[N+]([O-])c1ccc(C=NNc2ccccc2)cc1
 : -26	-13	-308	nt	-68	-66	-13	1	-12	-53	-182
> COc1ccc(S(=O)(=O)N2CCOCC2)cc1NC(=O)c1ccc(S(=O)(=O)N(C)c2ccccc2OC)cc1
 : -3	-25	18	nt	3	8	3	1	7	-4	38
> N#C/C(=C\c1cccnc1)C(=O)Nc1cccc(Cl)c1
 : -24	9	22	0	8	-9	2	-8	7	-16	28
> CCn1c(CNc2ccc(Cl)cc2)nnc1SCc1ccc(Cl)cc1
 : -1	-1	21	5	5	19	-16	1	12	11	19
> S=c1[nH]c(-c2ccccc2)cn1/N=C/c1cccs1
 : 1	-16	-191	-2	-2	9	2	1	-2	39	-96
> Clc1ccc(CSc2nnc([C@@H]3CCCN3)o2)cc1Cl
 : 1	7	0	4	5	-8	-1	-14	6	-2	-9
> COC(C[C@H]1O[C@@H]1[C@@H](O)COCc1ccccc1)OC
 : -20	-15	5	nt	-12	-8	-19	-15	4	-14	-8
> CCCn1c(SCc2nc3ccccc3s2)n[nH]c1=O
 : -135	-87	-244	-1	-13	28	7	12	-15	-2	-242
> Cn1ccc2c([N+](=O)[O-])cccc2c1=O
 : 2	-22	3	3	3	-1	-9	-9	8	-8	-11
> C=CCN(CC=C)c1nc2ccccc2nc1C(C#N)C(=O)OCCOC (stereo not drawn)
 : 14	13	17	2	11	20	-3	-6	6	-7	12
> Cc1cc(C(=O)OCC(=O)NC(C)c2ccc(F)cc2)c(C)o1 (stereo not drawn)
 : -12	-13	-13	4	2	-2	-6	-10	-3	-2	-18
> CS(=O)(=O)c1ccc2nc(NC(=O)Nc3ccc(Cl)cc3)sc2c1
 : 16	11	2	-2	3	0	3	4	10	4	3
> COc1ccccc1/C=C/C(=O)OCC(=O)NCc1ccc2c(c1)OCO2
 : 7	-8	-3	nt	1	-7	7	2	10	2	1
> COc1ccc(-c2cc(C(F)F)n3ncc(C(=O)Nc4c(C)n(C)n(-c5ccccc5)c4=O)c3n2)cc1
 : 11	2	5	1	5	-7	3	-5	-12	0	30
> CCOC(=O)c1c(C)[nH]c(C(=O)COC(=O)COc2ccccc2C=O)c1C
 : -28	-13	23	1	5	1	8	-8	5	12	35
> COc1cccc(NC(=O)Cn2cnc3sc(C)c(S(=O)(=O)N4CCCCC4)c3c2=O)c1
 : -3	-16	17	4	-13	8	15	-17	-18	1	19
> COC(=O)C1=C(N)Oc2cc(C)n(CC3CCCO3)c(=O)c2C1c1ccc(Cl)cc1 (stereo not drawn)
 : 1	6	5	1	0	-6	1	0	-7	-4	6
> Cc1nc(C(F)(F)F)ccc1C(=O)N1CCC1(C)C(=O)NS(=O)(=O)c1ccc(C#N)cc1 (stereo not drawn)
 : -23	-4	10	nt	nt	-8	5	-1	-1	13	-1
> O=C(CNCc1ccco1)Nc1cccc(S(=O)(=O)N2CCCCC2)c1
 : 11	23	17	-1	-14	-6	-1	4	13	-9	4
> Cn1c(N2CCN(C(=O)NC34CC5CC(CC(C5)C3)C4)CC2)nc2ccccc21
 : -4	-9	2	2	-5	3	-7	-11	12	-13	13
> COCCNc1nc(NCCCN(C)C)c2sccc2n1
 : -24	18	11	nt	nt	11	8	9	-47	4	14
> COCCOc1ccc(C(F)(F)F)cc1NC(=O)COC(=O)C1=COCCO1
 : -3	25	9	-1	4	-17	5	4	-5	4	-2
> Cc1ccc2c(c1)NC(=O)C(CC(=O)NCCCN1CCCCC1C)O2 (stereo not drawn)
 : -22	-11	-8	1	-2	2	-18	-1	14	-11	6
> CNC(=S)N(CCc1c(C)[nH]c2ccc(Cl)cc12)Cc1cccnc1
 : 9	-12	26	-3	4	-2	6	-15	-14	8	20
> CC(C)c1ccc(C(=O)NCc2ccc(Cl)cc2)cc1
 : -69	-101	-203	1	-52	-22	0	5	4	-42	-177
> COC(=O)c1ccc(NC(=O)c2cccc(C)c2[N+](=O)[O-])cc1
 : 21	13	-90	4	-1	-19	-4	3	5	-41	-69
> COc1cccc(C(=O)NC2C(=O)N3C(C(=O)O)=C(COC(C)=O)CSC23)c1 (stereo not drawn)
 : -19	-9	-6	-1	4	-3	10	3	-6	5	-3
> Cc1cccnc1NC(=O)Nc1cccc(Cl)c1
 : -37	-25	-280	1	-95	-12	10	9	-20	-67	-216

Entries listed so far that bear a hit mark in TWEAK Fn14 block:
mol	Shn3 inh set2	NR2E3 ag-1	HIF-2a inh	NR2E3 ag-2	TRPM1 prom inh	TWEAK Fn14 block	CF NFkB block	Peg3 promoter
CC1=[N+](C)c2c(ccc3cccnc23)C1(C)C	93*	92*	-21	nt	-35	78*	14	23
